Screening results (PubChem BioAssay)
APE1 inh: qHTS Assay for Inhibitors of the Human Apurinic/apyrimidinic Endonuclease 1 (APE1); DNA repair nuclease/redox regulator APEX1 (Homo sapiens), P27695; recombinant APE1, TAMRA/BHQ-2 abasic DNA cleavage fluorescence; Potency, µM (titrated, usually from 65.8 µM), for inactives: at the top dose activity change, negative = inhibition, usual class: inhibitors; 0.35% of 350,000 active;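 further: plate controls were vehicle for no effect and reference inhibitor for full effect; nearly all actives have a fitted effect of over 55% in size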
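Kinetic fluorescence read (525 ex/598 em nm, three reads 60 s apart) of AP-site incision; signal = third minus first read. Enzyme 0.75 nM, dual-labelled THF duplex 50 nM, compound preincubation 15 min RT.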
BLM helicase inh: qHTS Assay for Inhibitors of Bloom's syndrome helicase (BLM); RecQ-like DNA helicase BLM (Homo sapiens), P54132; recombinant BLM DNA unwinding, fluorescence dequenching; Potency, µM (highest dose often 56.1 µM), for inactives: at the highest dose activity change, negative = inhibition, usual class: inhibitors; 0.2% of 350,000 active; AID 2528, 2010;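 further: plate controls were vehicle for no effect and no enzyme for full effect; nearly all actives have a fitted effect of over 35% in size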
Target sequence (P54132 whole entry, looked up): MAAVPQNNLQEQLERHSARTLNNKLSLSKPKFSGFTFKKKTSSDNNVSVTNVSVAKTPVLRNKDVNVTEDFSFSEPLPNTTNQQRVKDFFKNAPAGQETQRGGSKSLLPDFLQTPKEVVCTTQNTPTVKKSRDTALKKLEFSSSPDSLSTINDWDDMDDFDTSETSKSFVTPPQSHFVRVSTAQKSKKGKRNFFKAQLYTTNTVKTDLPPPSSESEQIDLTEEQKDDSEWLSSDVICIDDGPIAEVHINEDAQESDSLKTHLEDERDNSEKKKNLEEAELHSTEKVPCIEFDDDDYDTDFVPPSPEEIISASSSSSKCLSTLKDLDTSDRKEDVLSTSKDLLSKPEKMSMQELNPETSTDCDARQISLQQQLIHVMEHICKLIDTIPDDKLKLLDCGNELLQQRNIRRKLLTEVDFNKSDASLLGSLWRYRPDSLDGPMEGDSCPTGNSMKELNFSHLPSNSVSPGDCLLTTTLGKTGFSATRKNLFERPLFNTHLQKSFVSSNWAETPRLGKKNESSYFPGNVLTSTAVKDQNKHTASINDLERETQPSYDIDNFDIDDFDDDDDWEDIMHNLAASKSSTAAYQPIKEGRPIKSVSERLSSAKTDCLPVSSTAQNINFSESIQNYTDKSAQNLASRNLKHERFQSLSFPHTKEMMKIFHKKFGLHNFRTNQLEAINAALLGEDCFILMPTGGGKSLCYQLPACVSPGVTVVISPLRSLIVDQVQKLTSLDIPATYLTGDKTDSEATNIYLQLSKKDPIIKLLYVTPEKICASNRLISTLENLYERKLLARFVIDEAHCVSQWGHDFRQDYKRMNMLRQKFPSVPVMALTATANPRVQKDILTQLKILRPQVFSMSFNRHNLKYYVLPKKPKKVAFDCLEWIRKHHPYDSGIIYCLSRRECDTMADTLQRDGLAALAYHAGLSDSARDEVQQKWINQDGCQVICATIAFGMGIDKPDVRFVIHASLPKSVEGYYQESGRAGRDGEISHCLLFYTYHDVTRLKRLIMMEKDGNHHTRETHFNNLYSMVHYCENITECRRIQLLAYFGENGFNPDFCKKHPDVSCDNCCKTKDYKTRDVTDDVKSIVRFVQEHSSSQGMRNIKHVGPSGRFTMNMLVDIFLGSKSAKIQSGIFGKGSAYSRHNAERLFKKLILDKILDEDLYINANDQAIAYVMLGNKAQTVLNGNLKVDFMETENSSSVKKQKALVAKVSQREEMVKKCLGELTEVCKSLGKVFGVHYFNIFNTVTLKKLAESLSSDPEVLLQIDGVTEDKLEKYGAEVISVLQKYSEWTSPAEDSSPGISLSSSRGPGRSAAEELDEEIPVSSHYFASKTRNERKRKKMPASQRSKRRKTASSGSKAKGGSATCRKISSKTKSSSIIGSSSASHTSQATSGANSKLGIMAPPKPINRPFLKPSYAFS
G9a inh: qHTS Assay for Inhibitors of Histone Lysine Methyltransferase G9a; G9a H3K9 monomethylation, AlphaScreen, 2 h; 8.8% of 350,000 active; AID 504332, 2011; Potency, µM (top dose mostly 102 µM), without a hit: at the highest dose activity, negative = inhibition, most hits filed as inhibitors; Histone-lysine N-methyltransferase EHMT2 (Homo sapiens), Q96KQ7; further: on the % scale 0 is the no-effect control and ±100 the full control effect; nearly all actives have a fitted effect of over 75% in size
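Enzyme 20 nM + cpd, 15 min RT; add b-H3K9 pep 500 nM / SAM 20 uM; 2 h RT; anti-H3K9me1 Ab 0.5 ug/mL + SA donor / anti-rabbit acceptor beads 20 ug/mL each, 10 min; AlphaScreen read.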
Pol kappa inh: qHTS for Inhibitors of Polymerase Kappa. Potency, µM (highest dose often 107 µM), for the others: at the top dose activity, negative = inhibition, hits mostly inhibitors. purified Pol kappa, fluorescent DNA synthesis assay, 10 min. AID 588579, 2011. DNA polymerase kappa (Homo sapiens), Q9UBT6. 0.53% of 400,000 active; further: on the % scale 0 is the no-effect control and ±100 the full control effect
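Readout: fluorescence, taken kinetically at 0 and 10 min. Conditions: 10 nM Pol kappa, 15 min RT compound preincubation, 50 nM substrate final. Controls: enzyme-free buffer wells.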
Pol iota inh: qHTS for Inhibitors of Polymerase Iota. DNA polymerase iota (Homo sapiens), Q9UNA4. Pol iota fluorescent replication assay, 10 min. AID 588590, 2011. Potency, µM (doses to about 115 µM), without a hit: top-dose activity, negative = inhibition, hits mostly inhibitors. 1% of 390,000 active
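Fluorescent replication assay read twice, at 0 min and 10 min after adding 50 nM (final) substrate. Enzyme (10 nM) and compounds were first incubated 15 min at room temperature; enzyme-free buffer wells were negative controls.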
POLH inh: qHTS for Inhibitors of Polymerase Eta. recombinant Pol eta, fluorescent DNA replication assay. Potency, µM (series often up to 114 µM), for inactives: at the top dose activity change, negative = inhibition, actives largely listed as inhibitors. 1.2% of 390,000 active; further: on the % scale 0 is the no-effect control and ±100 the full control effect
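Pol eta at 10 nM preincubated with compounds 15 min at room temperature; reaction started with fluorescent substrate (50 nM final) and read kinetically at 0 and 10 min.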
BAZ2B inh: qHTS Assay for Inhibitors of BAZ2B. AlphaScreen BAZ2B-H3K14Ac peptide displacement. Potency, µM (doses to about 114 µM), for the others: at the top dose activity change, negative = inhibition, actives largely listed as inhibitors. AID 504333, 2011. Bromodomain adjacent to zinc finger domain protein 2B (Homo sapiens), Q9UIF8. 4.4% of 360,000 active; further: on the % scale 0 is the no-effect control and ±100 the full control effect; nearly all actives have a fitted effect of over 60% in size
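BAZ2B 50 nM plus b-H3(5-23)K14Ac 50 nM, PBS pH 7.4/0.01% Tween-20, 30 min RT; compound added (max 110 uM), 30 min RT; streptavidin donor/Ni-chelate acceptor beads 10 ug/mL final, 20 min dark; AlphaScreen read.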
JMJD2A Tudor inh: qHTS Assay for Inhibitors of JMJD2A-Tudor Domain; Lysine-specific demethylase 4A (Homo sapiens), O75164; AlphaScreen JMJD2A-Tudor / H3K4me3 peptide binding; Potency, µM (doses to about 114 µM), for the others: at the highest dose activity change, negative = inhibition, usual class: inhibitors; 4.4% of 390,000 active; AID 504339, 2011; further: on the % scale 0 is the no-effect control and ±100 the full control effect; nearly all actives have a fitted effect of over 50% in size
Pol beta inh: qHTS Assay for Inhibitors of DNA Polymerase Beta; Pol beta primer extension/strand displacement, fluorescence kinetic; Potency, µM (titrated, usually from 114 µM), for inactives: at the highest dose activity change, negative = inhibition, hits mostly inhibitors; 1.3% of 340,000 active; P06746; further: on the % scale 0 is the no-effect control and ±100 the full control effect
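Pol beta (10 nM) was preincubated with compound for 15 min at room temperature. The reaction was then started with 50 nM substrate and read immediately and after a further 10 min at room temperature.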
The depositor's hits bear a star; ? = inconclusive; · = no result given; [ ] = dose if it differs, or a comment. The call rests on the fitted dose curve; in most records, active means well fitted curve in the direction sought with a large enough effect; inconclusive means small, poorly fitted or top-dose-only effect, or another doubt; inactive means no such curve, though single readings can be large; an effect the other way counts as inactive or inconclusive. Potency means the concentration at half of the fitted maximal effect. An excerpt (hit frequency here may not be typical).

SMILES	APE1 inh	BLM helicase inh	G9a inh	Pol kappa inh	Pol iota inh	POLH inh	BAZ2B inh	JMJD2A Tudor inh	Pol beta inh
Cc1ccc(N)cc1-n1c(C)ccc1C	-10%	1%	-6%[12.7 µM]	-11%	32%[activator]	-12%	-30%	?	-6%
Cc1ccc(O)c(NC(=O)c2noc(C(C)C)c2[N+](=O)[O-])c1	3%	-6%	-12%	15%	-13%	-10%	-22%	-5%	-21%
CCCCN(c1ccccc1)S(=O)(=O)c1cc2c3c(c1)C(C)C(=O)N3CCC2 (stereo unspecified)	·	-6%	5%[59 µM]	-11%[60.1 µM]	7%	-1%	-2%	-12%	3%
COc1cc(C2c3[nH]c4ccccc4c3CCN2Cc2cn(C)nc2C)ccc1F (stereo unspecified)	11%	-6%	·	-6%	27%	-13%	?	?	-14%
O=C(Cn1c(CO)nc2ccccc21)Nc1ccccc1Cl	-1%	-1%	21%	-8%	4%	-7%	6%	-23%	-1%
O=C1CC(c2cccc(Br)c2)C2=C(COC2=O)N1 (stereo unspecified)	-5%	1%	?	4%	20%	-18%	-5%	-12%	-24%
CN1/C(=C\C=C2/SC(=S)N(CC(=O)O)C2=O)C(C)(C)c2ccccc21	25µM*	14µM*	18µM*	?	·	45µM*	28µM*	?	40µM*
CCc1ccc(C2C(C(=O)Nc3ccc(Cl)cc3)=C(C)Nc3ncnn32)cc1 (stereo unspecified)	·	-4%	1%[59 µM]	-8%	-12%	-12%	-13%	-16%	25%
COc1ccccc1CNC(=O)c1cnc2ccccn2c1=O	-4%	-2%	-2%[59 µM]	-4%	?	-4%	-2%	-23%	-14%
Cc1ccc(NC(=O)c2cnn(-c3ccccc3)c2C)cc1	2%	-5%	17%[0.501 µM]	-19%	?	-13%	2%	-19%	25%
CCCCCCC(=O)Nc1nc(C)c(-c2csc(Nc3cccc(OC)c3)n2)s1	?	-12%	-24%[59 µM]	8%	17%	-10%	50µM*	?	10%
O=C(c1cccc(Cl)c1)N1CCC(C(=O)N2CCN(Cc3ccccc3)CC2)CC1	33%	-7%	18%	1%	22%	-12%	-9%	12%	26%
COc1ccc(C(=O)NC2CCCc3c2cnn3-c2cc(F)cc(F)c2)c(OC)n1 (stereo unspecified)	8%	-2%	0%	16%	8%	-11%	-14%[57.1 µM]	-5%	40%
CCOC(=O)c1cc(C(C)(C)C)n(CCCN2CCOCC2)c1C	-6%	-1%	·	9%	30%	-7%	-29%	-20%	?
Cc1csc(N(C(=O)c2cccc(S(=O)(=O)N(C)C)c2)c2ccccc2)n1	1%	2%	-93%	-9%	-18%	-13%	45%[activator]	-18%	-21%
Cc1ccc(N2C(=O)c3ccccc3NC2(C(=O)O)c2ccccc2)cc1Cl (stereo unspecified)	51%[activator]	-1%	-1%	17%	-7%	-16%	-2%	-4%	0%
Cc1ccc(C(=O)Nc2ccc(S(=O)(=O)NC3=NCCCCC3)cc2)c(C)c1	5%	·	-21%	2%	58%[activator]	-18%	13%	-18%	·
Cn1c(=O)cc(N)n(-c2ccccc2)c1=O	-11%	-1%	20%	-11%	134%[activator]	-5%	5%	-16%	14%
N#CCC(=O)N/N=C/c1ccc(Cl)cc1	-5%	-1%	-22%	-2%	18%	-12%	-15%	7%	-5%
COc1cccc(OC)c1C(=O)NCCc1ccccc1	·	·	·	3%	18%	8%	·	6%	·
COc1cnc(-c2ccccc2)nc1Oc1ccc(C(C)(C)C)cc1	-3%	-15%	25%[59 µM]	-15%	0%	-5%	-3%	60%[activator]	2%
CC1CCCN(C(=O)CCCC(=O)N2CCCC(C)C2)C1 (stereo unspecified)	7%	-8%	55%[activator]	7%	51%[activator]	-9%	-4%	-1%	2%
CCC(CC)C(=O)Nc1cccc(C(=O)N2CCCCCC2)c1	21%	-1%	-5%[2.33 µM]	-3%	2%	-6%	15%	-1%	0%
Cc1cccc(NC(=O)CCNC(=O)c2ccc(Br)cc2)c1	14%	-1%	11%	-14%	35%[activator]	-10%	-1%	-12%	8%
Cc1ccc(S(=O)(=O)c2cc3c(=O)n4ccccc4nc3n(CC3CCCO3)c2=N)cc1C (stereo unspecified)	0%	1%	-35%[59 µM]	-4%	17%	-18%	6%	-14%	-1%
CCCNC(=O)COc1ccc2c(=O)c(Oc3ccccc3F)coc2c1	?	1%	11%[59 µM]	-5%	25%	-9%	-21%	-17%	2%
CCOC(=O)Cn1c(=O)c(-c2ccccc2NC)nc2ccccc21	-3%	1%	-18%	-9%	5%	-13%	-8%	-20%	27%
O=C(O)C1C2CCC(O2)C1C(=O)NCc1ccc(Cl)cc1 (stereo unspecified)	6%	-3%	7%[59 µM]	-5%	24%	-11%	0%	-14%	15%
CCC(C)NC(=O)Cn1c(=O)n(Cc2ccc(C(=O)NCc3ccc(C)cc3)cc2)c(=O)c2ccccc21 (stereo unspecified)	·	-9%	-5%[59 µM]	8%	43%[activator]	?	?	-23%	20µM*
CSCCC(NC(=O)C1CCC(C)CC1)C(=O)N1CCN(c2ccccn2)CC1 (stereo unspecified)	2%	-2%	-41%	-1%	2%	-13%	-30%	-12%	2%

Complete entries as entered above.
CCC(C)NC(=O)Cn1c(=O)n(Cc2ccc(C(=O)NCc3ccc(C)cc3)cc2)c(=O)c2ccccc21 (stereo unspecified) is listed as APE1 inh = ·; BLM helicase inh = -9%; G9a inh = -5%[59 µM]; Pol kappa inh = 8%; Pol iota inh = 43%[activator]; POLH inh = ?; BAZ2B inh = ?; JMJD2A Tudor inh = -23%; Pol beta inh = 20µM*
CSCCC(NC(=O)C1CCC(C)CC1)C(=O)N1CCN(c2ccccn2)CC1 (stereo unspecified) is listed as APE1 inh = 2%; BLM helicase inh = -2%; G9a inh = -41%; Pol kappa inh = -1%; Pol iota inh = 2%; POLH inh = -13%; BAZ2B inh = -30%; JMJD2A Tudor inh = -12%; Pol beta inh = 2%

13 structures from above, arranged by number of heavy atoms, ascending:
SMILES	APE1 inh	BLM helicase inh	G9a inh	Pol kappa inh	Pol iota inh	POLH inh	BAZ2B inh	JMJD2A Tudor inh	Pol beta inh
Cc1ccc(N)cc1-n1c(C)ccc1C	-10%	1%	-6%[12.7 µM]	-11%	32%[activator]	-12%	-30%	?	-6%
Cn1c(=O)cc(N)n(-c2ccccc2)c1=O	-11%	-1%	20%	-11%	134%[activator]	-5%	5%	-16%	14%
O=C1CC(c2cccc(Br)c2)C2=C(COC2=O)N1 (stereo unspecified)	-5%	1%	?	4%	20%	-18%	-5%	-12%	-24%
COc1cccc(OC)c1C(=O)NCCc1ccccc1	·	·	·	3%	18%	8%	·	6%	·
Cc1ccc(O)c(NC(=O)c2noc(C(C)C)c2[N+](=O)[O-])c1	3%	-6%	-12%	15%	-13%	-10%	-22%	-5%	-21%
CCC(CC)C(=O)Nc1cccc(C(=O)N2CCCCCC2)c1	21%	-1%	-5%[2.33 µM]	-3%	2%	-6%	15%	-1%	0%
CCOC(=O)c1cc(C(C)(C)C)n(CCCN2CCOCC2)c1C	-6%	-1%	·	9%	30%	-7%	-29%	-20%	?
COc1cnc(-c2ccccc2)nc1Oc1ccc(C(C)(C)C)cc1	-3%	-15%	25%[59 µM]	-15%	0%	-5%	-3%	60%[activator]	2%
CCCNC(=O)COc1ccc2c(=O)c(Oc3ccccc3F)coc2c1	?	1%	11%[59 µM]	-5%	25%	-9%	-21%	-17%	2%
Cc1ccc(N2C(=O)c3ccccc3NC2(C(=O)O)c2ccccc2)cc1Cl (stereo unspecified)	51%[activator]	-1%	-1%	17%	-7%	-16%	-2%	-4%	0%
CCCCCCC(=O)Nc1nc(C)c(-c2csc(Nc3cccc(OC)c3)n2)s1	?	-12%	-24%[59 µM]	8%	17%	-10%	50µM*	?	10%
COc1cc(C2c3[nH]c4ccccc4c3CCN2Cc2cn(C)nc2C)ccc1F (stereo unspecified)	11%	-6%	·	-6%	27%	-13%	?	?	-14%
Cc1ccc(S(=O)(=O)c2cc3c(=O)n4ccccc4nc3n(CC3CCCO3)c2=N)cc1C (stereo unspecified)	0%	1%	-35%[59 µM]	-4%	17%	-18%	6%	-14%	-1%

Later entries.
SMILES	APE1 inh	BLM helicase inh	G9a inh	Pol kappa inh	Pol iota inh	POLH inh	BAZ2B inh	JMJD2A Tudor inh	Pol beta inh
COc1ccc(CCNC(=O)c2ccc(Cn3c(SCC(=O)NCCC(C)C)nc4cc5c(cc4c3=O)OCO5)cc2)cc1OC	·	-5%	7%[59 µM]	-10%[60.1 µM]	4%	-14%	-1%	-10%	5%
COc1cc(C(=O)Nc2cccc(-c3cn4cccnc4n3)c2)cc(OC)c1OC	19%	5%	2%	-11%	6%	1%	·	-9%	14%
CSCC[C@H](NC(=O)c1cccc([N+](=O)[O-])c1C)c1nc2ccccc2[nH]1	21%	5%	?	-4%	14%	-8%	8%	-9%	-1%
COC(=O)C(C(=O)Nc1cccc(C)n1)C1CCCCCC1 (stereo unspecified)	-6%	1%	-2%[59 µM]	-4%	4%	-10%	-1%	10%	-8%
COc1ccc(CN2CCCC(C(=O)c3cccc(OC(C)C)c3)C2)cc1Cn1cccn1 (stereo unspecified)	7%	-3%	·	-12%	2%	-6%	?	-27%	6%
CN1C(=O)/C(=C2\SC(=S)N(CCCCCC(=O)O)C2=O)c2ccccc21	?	-5%	-27%	0%	-24%	-3%	-21%	?	-1%
CCNc1ncc2nc(-c3ccc(F)cc3)c(=O)n(CCOC)c2n1	0%	2%	-1%[0.501 µM]	-8%[60.1 µM]	·	·	·	·	·
Cc1ccc2oc(-c3ccc(Cl)c(NC(=O)c4ccc(OC(C)C)cc4)c3)nc2c1	·	-3%	12%[59 µM]	7%	19%	3%	8%	8%	27%
O=C(Nc1ccccc1)OCC1COC(c2ccccc2)(c2ccccc2)O1 (stereo unspecified)	·	·	·	-19%	4%	?	·	13%	·
OCCCNc1ncnc2sc(-c3ccccc3)cc12	-5%	-7%	2%	-8%	6%	-1%	-1%	-13%	-27%
